Screens: PubChem, Sanford-Burnham Center for Chemical Genomics
TAG inh: inhibitors of triacylglycerol accumulation. H9c2 cells, Nile Red lipid (TAG) fluorescence; cells loaded with 200 µM oleic acid. inhibition, % at 12.5 µM. actives 0.66% (n = 230,000). AID 651582;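 active = pattern-corrected inhibition of lipid staining of at least 50% with the nuclear-stain viability signal not falling by more than 50%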;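 note: 0% = DMSO wells and 100% = triacsin C control wells; some results filed as inactive read as strong as hits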
TAG inh DAPI viability: recorded beside TAG inh, whose call it bears; DAPI nuclei signal change (viability), lower = more cytotoxic, %;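 whole-well DAPI fluorescence read on a plate reader as a viability signal; minus 50 percent equals half of cells still viable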
* marks the source's active call; other numbers are inactive results.

SMILES	TAG inh	TAG inh DAPI viability
Cc1cnc([N+](=O)[O-])n1CCOC(=O)NC(=O)c1ccc(F)cc1	15	-14
Cc1ccc(S(=O)(=O)CCOC(=O)CNC(=O)OCc2ccccc2)cc1	0	-5
O=C1CC(N2CCN(Cc3ccc4c(c3)OCO4)CC2)C(=O)N1Cc1ccc(N2CCCC2=O)cc1 (stereo not given)	-18	-1
O=C(Cc1ccc(NC(=O)C2CCN(C(=O)C3CCC3)CC2)cc1)Nc1cccc(C(=O)N2CCCCC2)c1	-12	2
Cc1cc(C)c2nc(N(CCCN(C)C)C(=O)c3ccc(S(=O)(=O)N4CCCCCC4)cc3)sc2c1	4	10
N#CC(c1ccccc1O)N1N=C(c2ccccc2)CC1c1ccccc1 (stereo not given)	11	-25
Cc1ccc(C)c(Nc2nc3ccccc3[nH]2)c1	-19	9
Cc1nn(C)c(C)c1CNC(=O)Nc1ccc(Cl)cc1	-10	0
Cc1onc(-c2c(F)cccc2Cl)c1C(=O)NC1CCSC1=O (stereo not given)	3	-12
Cc1cccc(N(CC(=O)NC2CCCC2)C(=O)c2c(C)noc2C)c1	8	3

6 entries drawn at random from those above, as already listed:
SMILES	TAG inh	TAG inh DAPI viability
Cc1ccc(C)c(Nc2nc3ccccc3[nH]2)c1	-19	9
Cc1ccc(S(=O)(=O)CCOC(=O)CNC(=O)OCc2ccccc2)cc1	0	-5
Cc1cccc(N(CC(=O)NC2CCCC2)C(=O)c2c(C)noc2C)c1	8	3
N#CC(c1ccccc1O)N1N=C(c2ccccc2)CC1c1ccccc1 (stereo not given)	11	-25
Cc1onc(-c2c(F)cccc2Cl)c1C(=O)NC1CCSC1=O (stereo not given)	3	-12
O=C1CC(N2CCN(Cc3ccc4c(c3)OCO4)CC2)C(=O)N1Cc1ccc(N2CCCC2=O)cc1 (stereo not given)	-18	-1

Following part:
SMILES	TAG inh	TAG inh DAPI viability
Cc1ccc(C)c(NC(=O)C(NCC(C)(C)N2CCOCC2)c2ccccc2)c1 (stereo not given)	-9	-3
Cc1ccsc1C(=O)OCC(=O)N1CCc2ccccc2C1	3	-3
CCc1ccc(C(=O)NC(=S)Nc2ccccc2N2CCOCC2)cc1	-31	3
COc1ccc(N(C(=O)c2ccn[nH]2)C(C(=O)NC(C)(C)C)c2ccc(F)cc2)cc1 (stereo not given)	-1	-8
CC(=O)CCc1ccc(OCCCCn2cncn2)cc1	0	1
Cc1nc(NC(=O)C2CCCCC2)sc1C	-4	17
CC(C)c1ccccc1-n1cc[nH]c1=S	-15	8
O=C(CCNC(=O)c1ccc([N+](=O)[O-])cc1)Nc1ccccc1N1CCOCC1	1	-3
Cc1cccc(C)c1NC(=O)CN(C)CC(=O)N1CC(=O)Nc2ccccc21	-17	2
O=C(COc1ccccc1Cl)Nc1ccc(N2CCN(C(=O)c3ccccc3)CC2)cc1	-13	0
N#Cc1c(-c2ccccc2)cc(-c2ccccc2)nc1SCCC(=O)O	-7	-1
C#C[C@]1(O)CCC2C3CCC4=Cc5oncc5CC4(C)C3CCC21C (stereo not given in full)	-1	-3
Cc1cc(C(=O)Nc2c(C)nn(Cc3ccc(F)cc3)c2C)on1	-1	6
Cc1cc(C)cc(OCC(O)CN2CCC(CN3C(=O)c4cccc5cccc(c45)C3=O)CC2)c1 (stereo not given)	-1	3
COc1ccccc1CCC(=O)OCC(=O)N1c2ccccc2NC(=O)C1(C)C	2	3
c1ccc(-c2cc3ncccc3cn2)cc1	2	-6
NS(=O)(=O)c1ccc(CCNC(=O)C(=O)c2cn(CC(=O)N3CCCC3)c3ccccc23)cc1	5	-4
CC(=O)Nc1nc(-c2ccc3c(c2)OCO3)cs1	-1	5
S=C(NCc1ccccn1)Nc1ccc(Br)cc1Cl	2	0
Cc1ccc(OCCNc2ccc(C(F)(F)F)cc2[N+](=O)[O-])cc1	0	7
O=C(Nc1cccc(S(=O)(=O)Nc2ccccc2F)c1)c1ccco1	-46	-3
COc1cccc(NC(=S)N2CCN(S(C)(=O)=O)CC2)c1	3	1
COc1ccc(C2CC(=O)Oc3ccc(C(C)(C)C)cc32)cc1 (stereo not given)	-6	-7
C/C(=N\Nc1ccc2nncn2n1)c1ccc(Cl)s1	22	-4
O=C(COc1coc(CN2CCN(c3ccc(F)cc3)CC2)cc1=O)NC1CCCC1	9	-5
Cc1[nH]c(=O)[nH]c(=O)c1CSc1nnc([C@@H](NC(=O)OC(C)(C)C)C(C)C)o1	-5	-5
O=C(CSC1=NCCS1)NC1CCCCC1	-3	-4
O=C(Nc1ncc2c(n1)-c1ccccc1CC2)c1cccc(Cl)c1	16	2
CC1CCCC(C)N1C(=O)COC(=O)Cn1cnc2c1c(=O)n(C)c(=O)n2C (stereo not given)	13	-4
C=CCSc1nnc(-c2cnn(-c3ccccc3)c2-n2cccc2)n1C	-2	-17
COc1ccccc1C(=O)Nc1c2c(nn1-c1cccc(C)c1C)CS(=O)C2 (stereo not given)	-11	5
C1C2CC3C1C3C2=NN=C1C2CC3C(C2)C13	9	0
CCN(CC)CC(O)Cn1c(-c2cccc(Cl)c2)nc2cc(C)c(C)cc21 (stereo not given)	2	3
O=c1nc2c(-c3ccccc3F)n[nH]n2c2ccccc12	1	7
Cc1ccc(C)c(C(C)NC(=O)C2CCCO2)c1 (stereo not given)	-5	-6
CC(C)(C)CN1CCNC[C@H]1Cc1ccc(O)cc1	-10	6
Nc1c(Cl)cc(Cl)cc1C(=O)OCC(=O)N1CCCC1=O	-4	5
C#CC(c1ccccc1)(c1ccccc1)n1ccnc1	-8	-3
COc1ccccc1OCC#CCSc1ncccn1	3	-1
CCCN(CC(=O)Nc1ccccc1OC)CC(=O)c1c(N)n(Cc2ccccc2)c(=O)n(C)c1=O	-12	-4
COc1ccc(-n2nnnc2S(=O)(=O)CC(=O)N2CCCCC2)cc1	111	-92
O=C(COC(=O)C1CCC(=O)N1)Nc1ccccc1Br (stereo not given)	6	4
O=C(CSc1ncnc2c1oc1ccccc12)NC1CCCCC1	5	0
O=C(c1ccc(S(=O)(=O)N2CCCC2)cc1)N1CCCC(C(F)(F)F)C1 (stereo not given)	-3	0
NS(=O)(=O)c1ccc(CNC(=O)CSc2ccccc2)cc1	1	3
O=C(COc1cccnc1[N+](=O)[O-])Nc1cccc2ccccc12	-1	-15
Cc1ccc(S(=O)(=O)N2CCC(C(=O)N3CCCCCCC3)CC2)cc1C	18	-42
COc1ccc(C2(C(=O)Nc3ccc(C(=O)O)cc3)CCOCC2)cc1	4	-16
Cc1cc(C)cc(CC(=O)N2CCC2(C)C(=O)NS(=O)(=O)c2cccc(OC(F)F)c2)c1 (stereo not given)	9	16
O=C(CSc1nc(C2CCCCC2)nc2ccccc12)NCc1ccc2c(c1)OCO2	16	-7

Brought forward from above: 2 entries, then new ones.
SMILES	TAG inh	TAG inh DAPI viability
Cc1cc(C)cc(CC(=O)N2CCC2(C)C(=O)NS(=O)(=O)c2cccc(OC(F)F)c2)c1 (stereo not given)	9	16
O=C(CSc1nc(C2CCCCC2)nc2ccccc12)NCc1ccc2c(c1)OCO2	16	-7
Cc1cc(S(=O)(=O)N2CCN(Cc3ccccc3)CC2)c(C)s1	-13	-3
CCOC(=O)c1c(C)oc2ccc(OS(C)(=O)=O)cc12	24	-1
O=C(NCc1ccccc1Cl)c1cnccc1C(F)(F)F	1	-2
O=C1CN(C(=O)CC2C(=O)NCCN2Cc2ccccc2C(F)(F)F)CCN1 (stereo not given)	-12	7
O=[N+]([O-])c1cccc(CSc2cccc[n+]2[O-])c1	-1	3
COc1cccc(C(=O)N2CCN(C3CCN(Cc4ccccc4)CC3)CC2)c1OC	-2	4
C#Cc1cccc(Nc2nc(NCc3ccccc3OC)nc3ccsc23)c1	-9	5
Cc1nn(C)c(C)c1NC(=O)CC12CC3CC(CC(C3)C1)C2	1	-7
O=C(N/N=C/C=C\c1ccco1)c1cccnc1	6	-21
Cc1occc1C(=O)NNC(=O)c1nn(C)c(=O)c2ccccc12	-9	-8
NC(=O)c1cccnc1Oc1cccc(Cl)c1	-4	-6
COc1cc(OC)cc(C(=O)NNC(=O)C2CSC3(C)CCC(=O)N23)c1 (stereo not given)	0	9
CSc1ccc(-c2ccco2)nn1	2	1
Cc1cc(S(=O)(=O)Nc2ccc(C(=O)NCCCN3CCCC3=O)cc2)ccc1F	-6	15
N/C(=N\OCC(=O)Nc1ccc(F)c(Cl)c1)c1ccccc1	-8	3
CC1CCCCC1NC(=S)Nc1ccc(SC(F)F)cc1 (stereo not given)	-2	-6
Cc1cc(=O)[nH]c(N2CCCCC2)n1	-12	5
COC(=O)C1C(O)=C(C=Nc2ccc3ccccc3c2)C(=O)CC1(C)C (stereo not given)	0	2
O=C(NNc1nc2ccccc2s1)Nc1ccc(Cl)c(Cl)c1	1	4
Cc1cccc(-c2ccc3[nH]c4c(c3c2)CCN2C[C@H]3[C@H](C)ON(C)[C@H]3C[C@@H]42)c1	0	5

Reformatted: entries from further up
> CC1CCCCC1NC(=S)Nc1ccc(SC(F)F)cc1 (stereo not given)
  TAG inh: -2	TAG inh DAPI viability: -6

> Cc1cc(=O)[nH]c(N2CCCCC2)n1
  TAG inh: -12	TAG inh DAPI viability: 5

> COC(=O)C1C(O)=C(C=Nc2ccc3ccccc3c2)C(=O)CC1(C)C (stereo not given)
  TAG inh: 0	TAG inh DAPI viability: 2

> O=C(NNc1nc2ccccc2s1)Nc1ccc(Cl)c(Cl)c1
  TAG inh: 1	TAG inh DAPI viability: 4

(continued)
SMILES	TAG inh	TAG inh DAPI viability
O=C(CCN1CCCCC1)N/N=C/c1ccc(Br)cc1	5	-6
COc1ccc(NC(=O)CN2CCC(C(N)=O)(N3CCCCC3)CC2)c(OC)c1	-3	-4
O=C(Cn1cnc2cc([N+](=O)[O-])ccc2c1=O)Nc1ccc(N2CCOCC2)cc1	1	-1
COc1ccccc1-c1nc(COc2ccc(Cl)cc2Cl)no1	3	6
COc1ccc(N2CCN(C(=O)C3CCN(S(=O)(=O)c4ccc(F)cc4)CC3)CC2)cc1	-6	-3
CCN(CC)S(=O)(=O)c1ccc(C)c(NC(=O)Cc2ccc(S(=O)(=O)N3CCOCC3)s2)c1	1	-1
COC(=O)c1ccccc1NC(=O)CSc1nc2ccsc2c(=O)n1Cc1ccc(C(=O)O)cc1	-4	10
COc1cc(C(=O)OCC(=O)NC(=O)c2cccn2C)ccc1OC(F)F	5	6
CCOc1ccc(S(=O)(=O)NCC(=O)OCc2nnc(-c3ccccc3)o2)cc1	-10	7
O=C(C1CCCCC1)N1CCN=C1SCc1cccnc1	4	10
Cc1ccc(C)c(-n2c(SCC(=O)N3CCCC3)nnc2-c2ccccn2)c1	-4	-5
O=C(NCCN1CCN(C(=O)NC2CCCCC2)CC1)NC1CCCCC1	-7	1
CCn1c(SCC(=O)NNC(=O)c2ccco2)nnc1-c1ccco1	11	12
COc1ccccc1OCCSc1nc(N)cc(N)n1	-2	0
CC1(C(=O)NCCC(F)(F)F)Cc2c(-c3ccccc3)ccnc2O1 (stereo not given)	13	-15
Cc1c(NC(=O)COc2ccc3ccc(=O)oc3c2)c(=O)n(-c2ccccc2)n1C	-8	-2
CCCN(CC(=O)Nc1ccccc1C)C(=O)CSc1ccccc1C	1	-1
COc1ccc(CCNC(=O)c2ccc(S(=O)(=O)N3CCCCC3)cc2)cc1	-3	6
Nc1nc(CSc2nnc(-c3cccc(F)c3)n2-c2ccccc2)nc(N2CCOCC2)n1	2	2
Cc1ccc(C)c(CSCC(=O)NCc2cccs2)c1	-4	-3

The list is partial; count on the stated rates, not on these rows.
